# V-ATPase pHluor: regulators of yeast V-ATPase proton transport; S. cerevisiae, pHLuorin cytosolic pH fluorescence; response, % at 10 µM; 350,000 tested, 0.37% active; in the data active means response mostly above about 7.3%, no sharp cut-off; inactive means mostly below about 5.4%; further: actives read high; inactives centre near 0; some compounds called inactive have numbers as strong as hits; reference of the scale not given here
# Wnt bcat act: Wnt/beta-catenin pathway activation | 300,000 tested, 1.2% active | activation, % at 9.35 µM | Wnt/beta-catenin reporter cell assay, activator, plate reader; in the data active means activation above about 30%, passing the limit was not always enough;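 further: 0% = neutral control wells and 100% = positive control wells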
# Numbers without * were called inactive. This is a subset (hit frequency here may not be typical).
SMILES,V-ATPase pHluor,Wnt bcat act
CN(CC(=O)NC(=O)NC1CCCCC1)CC(=O)Nc1ccccc1C(F)(F)F,2,-1
CCCc1c(C(=O)N/N=C(\C)c2ccccc2O)nnn1-c1nonc1N,1,-1
CC1CC(C)CN(S(=O)(=O)c2ccc(C(=O)OCC(=O)Nc3ccccc3)cc2)C1 (stereo not given),1,1
O=[N+]([O-])c1ccc(S(=O)(=O)NCCCc2ccccc2)cc1,4,7
Cc1ccc([C@@H]2C[C@H]3[C@@H](CN2S(=O)(=O)c2ccc(Cl)cc2)C(=O)C[C@@H](c2ccc(Cl)cc2)N3S(=O)(=O)c2ccccc2C)cc1,-2,-2
Cc1cc(OC(=O)Nc2ccccc2)ccc1Cl,-1,-2
O=C(Cc1cccc([N+](=O)[O-])c1)Nc1ccccc1,2,-3
Cc1ccc(NC(=S)NNC(=S)NNc2ccccc2)cc1C,-6,0
O=C1NC(C2CC3C=CC2C3)Nc2ccccc21 (stereo not given),-2,-2
OCC1OC(n2ccc3c2ncn2ncnc32)C(O)C1O (stereo not given),5,-4
C=CCC1CCCCC1=C(C#N)c1ccccc1 (stereo not given),2,-6
CCC(C)NC(=O)c1ccc(N2CC3CC(C2)c2cccc(=O)n2C3)c(NC(=O)c2c(F)cccc2F)c1 (stereo not given),4,-1
O=C(NC(Sc1ccc(Cl)cc1)C(=O)O)c1ccccc1 (stereo not given),-1,4
O=C(Nc1cc(S(=O)(=O)N2CCOCC2)ccc1OCC(F)(F)F)C1CCCC1,-4,-4
Cc1nc(C)c(C(=O)O)c(-c2ccsc2)c1C(=O)O,-4,2
CCOC(=O)CCCN(c1[nH]c(C)c(C)c1C#N)S(=O)(=O)c1ccc(C)cc1,1,-3
O=S(=O)(c1ccccc1C(F)(F)F)N1C=CC(C(F)(F)F)=NCC1,-2,2
O=C(NCCOc1ccc(F)cc1)C1CCC(=O)N(Cc2ccc(Cl)cc2)C1 (stereo not given),-2,-1
Cc1cc(C(=O)N2CCCC(CO)(Cc3ccc(F)cc3F)C2)nn1C (stereo not given),1,1
COc1cc(OCc2ccccc2)c(CC(=O)O)c([N+](=O)[O-])c1,0,2
Cc1ccc(C(=O)O)cc1NCc1cccnc1,-4,0
Nc1ccn([C@@H]2O[C@H](CN=C3NS(=O)(=O)c4ccccc43)[C@@H](O)[C@H]2O)c(=O)n1,2,-3
O=C(Cc1ccccc1F)Nc1cccc(S(=O)(=O)N2CCCCC2)c1,2,-5
COc1ccccc1N(CC(=O)NCCSCc1ccccc1)S(=O)(=O)c1ccccc1,-1,-4
Cc1ccc(NC(=O)NC(=O)COC(=O)c2ccc(O)cc2O)c(C)c1,0,-1
CC(=O)N1CC2(CC(c3ccc(Cl)cc3Cl)=NO2)CN1c1cccc(Cl)c1 (stereo not given),1,-1
Cc1cc(C)n2cnnc2n1,3,4
Nc1nc(N)c2cc(Sc3cccc(C(F)(F)F)c3)ccc2n1,-3,-3
CCOC(=O)C(C#N)=C1CCC=C(C)C1,2,-3
CCCOc1ccc(N2C(=O)C/C(=C\c3ccccc3)C2=O)cc1,1,1
Cc1ccc(C)n1-c1nn(S(=O)(=O)c2ccccc2)c2cccc(F)c12,3,2
O=C(Nc1ccccc1Cl)c1ccccc1CC(O)(c1ccccc1)c1ccccc1,0,-3
O=S1(=O)N[C@@H](Cc2ccccc2)COc2ccc(Cl)cc21,-3,-2
C[C@H](CO)N1C[C@H](C)[C@@H](CN(C)C(=O)c2cnccn2)Oc2ncc(Br)cc2C1=O,0,-1
Cc1cc(-c2ccc(Br)cc2)n2nc(C)cc2n1,0,2
O=C(NCCCCNC(=O)c1c(Cl)cccc1Cl)c1c(Cl)cccc1Cl,8,2
O=C(NNC(=O)C(c1ccccc1)c1ccccc1)c1ccccc1O,1,-4
C[C@H](NC(=O)c1ccccc1)C(=O)OCC(=O)Nc1ccc(Cl)cn1,1,0
CN1CCN(C2CN(Cc3ccc([N+](=O)[O-])cc3)S(=O)(=O)C2)CC1 (stereo not given),-1,-5
Cc1ccc(NC2CCCN(C(=O)c3cc(C(C)C)nn3C)C2)cc1C (stereo not given),-1,0
COC(=O)C[C@H]1C[C@@H]2c3cc(NC(=O)NC4CCCC4)ccc3O[C@@H]2[C@@H](CO)O1,1,-3
CO[C@H](C(=O)N(C)C[C@@H]1OCc2ccccc2-c2c(n(C)c3ccccc23)C(=O)N([C@H](C)CO)C[C@@H]1C)c1ccccc1,2,1
COc1cccc(NC(=O)C2CCOC2=O)c1 (stereo not given),4,-2
CCC1=C(Nc2ccccc2)COC1=O,-2,3
COc1ccc(CCNC(=O)C(=O)c2cn(CC(=O)N3CCCC3)c3ccccc23)cc1,-4,3
CCc1cc(-c2nnn(CCC3COCCO3)c2CC)ccc1-c1cn(Cc2ccc3ccccc3c2)nn1 (stereo not given),-2,-4
O[C@H]1CN(Cc2cccs2)[C@@H](c2ccccc2)C[C@@H]1n1cc(C2CC2)nn1,2,1
COc1ccc(CSc2n[nH]c(=O)[nH]c2=O)cc1,2,-4
O=C(NCc1cccnc1)C1C2C=CC(C2)C1C(=O)Nc1cccc(C(F)(F)F)c1 (stereo not given),3,0
c1ccc(OC2CCCCC2N2CCOCC2)cc1 (stereo not given),1,-1
O=C(Nc1ccc(Cl)cc1)NC1CCCCNC1=O (stereo not given),10,15
COCC1CCN(C(=O)c2cc(COc3ccc(OC)cc3Cl)on2)C1 (stereo not given),-1,9
O=C(Nc1ccc(Cc2ccc(NC(=O)Nc3cccnc3)cc2)cc1)Nc1cccnc1,-1,-2
C[C@H](CO)N1C[C@H](C)[C@H](CN(C)C(=O)Nc2ccc(C(F)(F)F)cc2)Oc2ncc(Br)cc2C1=O,3,-2
CCCCN1C(=O)C(CC(=O)NCCc2ccccn2)CC(C(=O)N(CC)CC)=C1C (stereo not given),3,-3
Cc1ccc(N(Cc2ccccc2)C(=O)CSC(C)C(=O)Nc2cc(C)on2)cc1 (stereo not given),-1,0
Cc1cn([C@H]2C[C@H](O)[C@@H](CNC(=O)c3ccccn3)O2)c(=O)[nH]c1=O,0,0
C=CCC1(CC=C)CCCN1C(=O)C1CCC(=O)N(Cc2ccc(Cl)cc2)C1 (stereo not given),6,18
O=C(NNC(=O)c1cc(S(=O)(=O)N2CCOCC2)ccc1Cl)c1ccc(F)cc1,-2,-2
O=C1CCCN1c1ccc([N+](=O)[O-])cc1,-1,-4

# Sorted by value in V-ATPase pHluor (falling): some entries from above.
SMILES,V-ATPase pHluor,Wnt bcat act
O=C(Nc1ccc(Cl)cc1)NC1CCCCNC1=O (stereo not given),10,15
COc1cccc(NC(=O)C2CCOC2=O)c1 (stereo not given),4,-2
O=C(NCc1cccnc1)C1C2C=CC(C2)C1C(=O)Nc1cccc(C(F)(F)F)c1 (stereo not given),3,0
CO[C@H](C(=O)N(C)C[C@@H]1OCc2ccccc2-c2c(n(C)c3ccccc23)C(=O)N([C@H](C)CO)C[C@@H]1C)c1ccccc1,2,1
c1ccc(OC2CCCCC2N2CCOCC2)cc1 (stereo not given),1,-1
COCC1CCN(C(=O)c2cc(COc3ccc(OC)cc3Cl)on2)C1 (stereo not given),-1,9
O=C(NNC(=O)c1cc(S(=O)(=O)N2CCOCC2)ccc1Cl)c1ccc(F)cc1,-2,-2

# The list continues:
SMILES,V-ATPase pHluor,Wnt bcat act
O=C(O)c1cccc(NC(=O)c2ccccc2NC(=O)c2cccs2)c1,-3,3
C[C@@H]1CN([C@@H](C)CO)C(=O)CCCn2cc(nn2)CO[C@H]1CN(C)C(=O)CCCN(C)C,1,-1
CNC(=O)Cn1c(C)cc(=O)c2cccc(C)c21,-3,2
CCCCCCN1CCN(C2CN(Cc3ccc([N+](=O)[O-])cc3)S(=O)(=O)C2)CC1 (stereo not given),1,-2
CC(C)(C)C(=O)CSc1ncnc2c1cnn2-c1ccccc1,0,2
CCCCCC(=O)N1C[C@H](n2cc(-c3ccc(F)cc3)nn2)[C@@H](O)C[C@@H]1c1ccc(Cl)cc1,1,-2
O=C(c1cccs1)N1C[C@@H](O)[C@H](n2cc(C3CC3)nn2)C[C@@H]1c1ccc(Cl)cc1,0,-1
COc1ccccc1N1CCN(S(=O)(=O)c2ccc([N+](=O)[O-])cc2)CC1,1,2
COc1ccc(NC(=O)N(C)[C@H]2C[C@H]3c4[nH]c5ccc(-c6ccc(OC)cc6)cc5c4CCN3C[C@H]2[C@H](C)O)cc1,0,-2
CCc1cc(C(=O)Nc2cc(S(=O)(=O)N3CCCCC3)ccc2N2CCN(C)CC2)sc1C,4,-6
CC(C)(C)OC(=O)NCc1ccc(CNC(=O)c2[nH]cnc2C(=O)Nc2ccccc2F)cc1,-1,-2
CN(c1ccc(-c2csc(NC(=O)CCCc3nc4ccccc4c(=O)[nH]3)n2)cc1)S(C)(=O)=O,-1,0
COc1ccccc1C(=O)N/C(=C\c1ccc(Br)cc1)C(=O)N1CCCC1,0,0
C[C@H]1CCCCO[C@H](CN(C)CC2CCCCC2)[C@@H](C)CN([C@@H](C)CO)C(=O)c2cc(NS(=O)(=O)c3ccccc3)ccc2O1,-1,-1
Cn1ccc(=O)c2cc([N+](=O)[O-])ccc21,-1,-2
O=C1CCCC(=O)C1C1c2ccccc2CCN1C(=O)CCl (stereo not given),-1,-3
CN(Cc1cnn(-c2ccccc2)c1)C(=O)c1ccc(S(=O)(=O)NCc2ccco2)cc1,0,-3
COC(=O)N(C)C[C@@H]1OCc2ccccc2-c2c(n(C)c3ccccc23)C(=O)N([C@H](C)CO)C[C@@H]1C,-1,-2
O=S(=O)(c1ccc(-c2ccccn2)s1)N1CCC2(CC1)OCCO2,-1,-1
CC1(C)CC2(OC2c2ccccc2)C(=O)c2ccccc21 (stereo not given),-1,-2

# A draw from above in order of number of heavy atoms, lowest first:
SMILES,V-ATPase pHluor,Wnt bcat act
Cn1ccc(=O)c2cc([N+](=O)[O-])ccc21,-1,-2
O=S(=O)(c1ccc(-c2ccccn2)s1)N1CCC2(CC1)OCCO2,-1,-1
CCCCCCN1CCN(C2CN(Cc3ccc([N+](=O)[O-])cc3)S(=O)(=O)C2)CC1 (stereo not given),1,-2
CCc1cc(C(=O)Nc2cc(S(=O)(=O)N3CCCCC3)ccc2N2CCN(C)CC2)sc1C,4,-6

# (more compounds)
SMILES,V-ATPase pHluor,Wnt bcat act
COc1ccc(N2C[C@H](CSC)[C@@H](CC(=O)Nc3ccccc3)C2=O)cc1,7.0*,-1
Cc1ccccc1NC(=O)CN1CCN(c2ccc(F)cc2)CC1,-3,-4
COc1ccc(-c2ccc(CN3C(C(C)C)C(=O)N(Cc4cn(CCC5OCCO5)nn4)CCS3(=O)=O)cc2)cc1OC (stereo not given),0,0
COCc1cc(=O)[nH]c(-c2ccc(C(F)(F)F)cc2)n1,-5,-1
O=C(c1cccs1)N1C[C@H](n2cc(C3CC3)nn2)[C@@H](O)C[C@@H]1c1ccccc1,-2,-3
CN(C)C(=S)Nc1cccc(F)c1,1,0
O=C(NCCc1cccs1)c1ccc(CS(=O)Cc2cccc(Cl)c2)o1 (stereo not given),0,1
Cc1csc(=O)n1CCC(=O)OCC(=O)N(C)c1c(N)n(Cc2ccccc2)c(=O)[nH]c1=O,1,1
O=C(O)c1c2c(nc3ccc(S(=O)(=O)N4CCC(C(=O)NCc5ccccc5)CC4)cc13)CCCC2,0,-2
C[C@H](CO)N1C[C@H](C)[C@H](CN(C)C(=O)N[C@H](C)c2ccccc2)OCc2ccccc2-c2c(n(C)c3ccccc23)C1=O,3,-1
CC1=C(C(=O)N(C)C)CC(CC(=O)NC2CCCC2)C(=O)N1CCCN1CCCC1=O (stereo not given),2,-1
O=c1[nH]c(C(F)(F)F)nc2c1nc1n2CCC1,0,-4
CNC(=O)/C(C#N)=C/c1ccc(-c2nc3ccccc3s2)o1,0,43*
Nc1cc(=O)n(Cc2ccco2)c(=S)[nH]1,0,15
COc1ccccc1-c1cnc2c(c1)C(=O)N([C@@H](C)CO)C[C@@H](C)[C@@H](CN(C)C(C)=O)O2,1,-2
CN1Cc2sc(NC(=S)NC(=O)c3ccccc3)c(C#N)c2CC1(C)C,29*,-9
